Compound activity deposited in PubChem by National Center for Advancing Translational Sciences (NCATS).
HTT cytoprotect: cytoprotection in Huntington HTT-Q103 PC12 cell model | 0.14% of 230,000 active | PC12 HTT-Q103 induced, cytoprotection, ATP luminescence, 40 h | Potency, µM (doses to about 56.4 µM), for the others: cytoprotection (ATP increase), actives largely listed as activators;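 also: % of control where 0% means no effect; nearly all actives have a fitted effect of over 45% in size; toxic huntingtin expression switched on by the ecdysone agonist tebufenozide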
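Huntington model: PC12 line, ecdysone-inducible HTTQ103 exon1–GFP, tebufenozide 100 nM. Test articles in a dose series. Endpoint luminescence from cellular ATP.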
GLA spleen mod: inhibitors or activators of human alpha-galactosidase in spleen homogenate | P06280 | human spleen homogenate, 4MU-alpha-Gal fluorescence, 40 min | Potency, µM (doses to about 80 µM), inactives show at the top dose activity change, negative = inhibition, usual class: inhibitors | 0.008% of 240,000 active | AID 2107;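 also: 0% = enzyme with vehicle and -100% = no enzyme basal signal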
Target sequence (P06280 32-429 limits assumed): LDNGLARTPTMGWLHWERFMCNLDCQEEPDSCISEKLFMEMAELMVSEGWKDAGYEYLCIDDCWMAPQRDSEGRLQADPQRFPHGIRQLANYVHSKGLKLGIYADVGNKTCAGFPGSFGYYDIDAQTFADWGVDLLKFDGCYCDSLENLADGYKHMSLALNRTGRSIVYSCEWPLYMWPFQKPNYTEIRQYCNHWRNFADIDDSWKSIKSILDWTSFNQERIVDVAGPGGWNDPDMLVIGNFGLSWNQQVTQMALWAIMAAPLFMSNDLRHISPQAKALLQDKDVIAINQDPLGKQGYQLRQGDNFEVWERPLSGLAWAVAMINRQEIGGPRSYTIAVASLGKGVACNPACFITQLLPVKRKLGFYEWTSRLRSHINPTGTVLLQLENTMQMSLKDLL
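Human spleen homogenate (1 ug) as enzyme source, 4-methylumbelliferyl-alpha-D-galactopyranoside 1 mM final, citrate/phosphate pH 5.0 with 0.01% Tween-20. Compounds 40 min at 37C, NaOH/glycine stop; fluorescence Ex 365/Em 440, Hill-fit AC50.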
Tau fluor counter: counter-screen for tau fibril formation inhibitors | tau K18 P301L Alexa594 fluorescence, heparin fibrillization | Potency, µM (doses to about 57.7 µM), for the others: at the highest dose activity change, negative = decrease | 0.93% of 280,000 active; also: % is scaled to controls: 0 for no effect and ±100 for the full control effect; nearly all actives have a fitted effect of over 55% in size
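Human tau K18 P301L (15 uM unlabeled, 0.24 uM Alexa 594-labeled) in 100 mM sodium acetate pH 7 with 20 uM heparin, 6 hr at 37 C. ThT 30 uM added, 1 hr ambient; Alexa 594 FP and total fluorescence read at 555/632 nm.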
Tau fibril ThT: inhibitors of human tau fibril formation, thioflavin T binding; P10636; recombinant tau K18 P301L (four-repeat tau fragment), heparin-induced fibrillization, ThT fluorescence; Potency, µM (highest dose often 57.4 µM), without a hit: top-dose activity, negative = inhibition, usual class: inhibitors; 2.1% of 270,000 active; also: % is scaled to controls: 0 for no effect and ±100 for the full control effect; nearly all actives have a fitted effect of over 55% in size
Target sequence (P10636 561-689 P618L limits assumed): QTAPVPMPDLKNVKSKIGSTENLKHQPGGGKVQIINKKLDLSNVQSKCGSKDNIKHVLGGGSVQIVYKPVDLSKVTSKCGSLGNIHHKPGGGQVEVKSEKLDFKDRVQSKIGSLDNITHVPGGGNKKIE
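Recombinant human tau K18 fragment […] carrying P301L, 15 uM unlabeled plus 0.24 uM Alexa 594-labeled, was fibrillized with 20 uM heparin in 100 mM sodium acetate pH 7 for 6 hr at 37 C; 30 uM ThT fluorescence read after 1 hr.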
Tau FP inhib: inhibitors of human tau fibril formation; K18 P301L tau heparin fibrillization, Alexa594 FP, 6 h; Potency, µM (top dose mostly 57.7 µM), for the others: at the highest dose activity, negative = inhibition, most hits filed as inhibitors; 0.39% of 280,000 active; AID 1468; also: % is scaled to controls: 0 for no effect and ±100 for the full control effect; nearly all actives have a fitted effect of over 55% in size
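K18 P301L tau (15 uM unlabeled/0.24 uM Alexa 594-labeled, final) + compound + heparin 20 uM final; 100 mM NaOAc pH 7; 6 hr 37 C; ThT 30 uM final added, 1 hr RT; FP ex 555/em 632 nm.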
GAA inhib: inhibitors of human lysosomal alpha-glucosidase; P10253; purified human GAA, 4-MU-alpha-glucoside fluorescence; Potency, µM (top dose mostly 76.9 µM), without a hit: at the top dose activity change, negative = inhibition, most hits filed as inhibitors; 0.005% of 200,000 active; AID 1466;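 also: plate controls were uninhibited enzyme wells for no effect and no-enzyme background for full effect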
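Fluorescence at Ex 365/Em 440 nm from 4-methylumbelliferone reported enzyme activity after 20 min at room temperature. Reactions used 4 nM enzyme and 400 uM substrate at pH 5.0; curves fitted with the Hill equation.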
GAA spleen mod: lysosomal alpha-glucosidase (human) modulation; human spleen homogenate, 4-MU-alpha-glucoside fluorescence; Potency, µM (highest dose often 79.9 µM), for inactives: at the highest dose activity change, negative = inhibition, most hits filed as inhibitors; 0.006% of 240,000 active;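 also: 0% = enzyme with vehicle and -100% = no enzyme basal signal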
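AC50 values come from Hill-equation fits of concentration-response data, normalized to no-enzyme and full-activity controls. Enzyme source: 1 ug human spleen homogenate; 1 mM fluorogenic 4-MU glucoside, pH 5.0 citrate buffer, 37 C, 40 min.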
GAA glycogen: alters human alpha-glucosidase cleavage of glycogen; P10253; Potency, µM (top dose mostly 76.4 µM), without a hit: at the top dose activity change, negative = inhibition, usual class: inhibitors; recombinant GAA, glycogen substrate, Amplex Red glucose oxidase fluorescence; 0.38% of 300,000 active;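 also: 0% = full enzyme reaction and -100% = no-enzyme basal signal; the screen sought inhibitors and activators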
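qHTS, 1536-well; enzyme 4 nM final; cpd up to 77 uM; substrate bovine liver glycogen 30 ug; 50 mM citrate/phosphate pH 5.0, 0.01% Tween-20; 37 C, 40 min; Amplex Red detection 45 min RT; Hill fit → AC50.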
Active calls of the source: *; ? = inconclusive; . = no result given; & = joins results of further samples; [ ] = another dose, or the depositor's remark. Calls follow the shape of the dose curve; as a rule, active = well fitted curve in the direction sought with a large enough effect; inconclusive = small, poorly fitted or top-dose-only effect, or another doubt; inactive = no such curve, though single readings can be large; an effect the other way counts as inactive or inconclusive. Potency is read from the fitted curve at half-maximal effect.

mol	HTT cytoprotect	GLA spleen mod	Tau fluor counter	Tau fibril ThT	Tau FP inhib	GAA inhib	GAA spleen mod	GAA glycogen
Cc1cccc(NC(=O)C(Cc2ccccc2)n2cccc2)c1 (configuration not stated)	-1.0%[10 µM]	5.4%	-19.9%	.	3.5%	.	12.1%	-3.7%
COc1ccc(N2CCN(C(=O)C3CC(O)CN3S(=O)(=O)c3ccc([N+](=O)[O-])cc3)CC2)cc1 (configuration not stated)	-7.7%[10 µM]	3.2%	-1.0%	-9.0%	-0.9%	1.5%	-1.9%	-2.1%
CC1(C)CC2CC(C)(CN2C(=O)COC(=O)Cn2[nH]c(=O)c3ccccc3c2=O)C1 (configuration not stated)	-8.5%	3.8%	1.9%	-4.1%	-3.0%	?	-0.1%	3.8%
COc1cc(/C=C/C(=O)OCC(=O)N2CCCCCC2)ccc1OCC#N	-22.0%	-4.4%	-2.3%	-6.6%	5.4%	-0.9%	5.5%	-22.9%
CCn1c(SCC(=O)Nc2ccc3c(c2)OCO3)nc2ccccc21	19.0%[10 µM]	7.3%	-24.7%	?	9.4%	-0.8%	-2.2%	-11.9%
CCOc1ccc(NC(=O)CCC(=O)n2nc(C)cc2C)cc1	29.9%	-1.6%	-2.9%	6.4%	1.2%	-2.9%	-3.6%	7.5%
CC(=O)N1CCn2c3c(c4cc(C)ccc42)CCCC31 (configuration not stated)	8.7%[10 µM]	0.4%	-19.1%	-18.5%	9.7%	13.5%	-6.8%	?
CN(Cc1nnc(SCC(=O)NCCc2ccccc2)n1C)S(=O)(=O)c1ccccc1	5.6%	4.9%	3.1%	-1.4%	10.7%	-4.6%	0.4%	2.4%

Single records, from the list above. Screens in order: HTT cytoprotect, GLA spleen mod, Tau fluor counter, Tau fibril ThT, Tau FP inhib, GAA inhib, GAA spleen mod, GAA glycogen
CC1(C)CC2CC(C)(CN2C(=O)COC(=O)Cn2[nH]c(=O)c3ccccc3c2=O)C1 (configuration not stated) reads -8.5%, 3.8%, 1.9%, -4.1%, -3.0%, ?, -0.1%, 3.8%
CN(Cc1nnc(SCC(=O)NCCc2ccccc2)n1C)S(=O)(=O)c1ccccc1 reads 5.6%, 4.9%, 3.1%, -1.4%, 10.7%, -4.6%, 0.4%, 2.4%
CC(=O)N1CCn2c3c(c4cc(C)ccc42)CCCC31 (configuration not stated) reads 8.7%[10 µM], 0.4%, -19.1%, -18.5%, 9.7%, 13.5%, -6.8%, ?
CCn1c(SCC(=O)Nc2ccc3c(c2)OCO3)nc2ccccc21 reads 19.0%[10 µM], 7.3%, -24.7%, ?, 9.4%, -0.8%, -2.2%, -11.9%

Next entries:
mol	HTT cytoprotect	GLA spleen mod	Tau fluor counter	Tau fibril ThT	Tau FP inhib	GAA inhib	GAA spleen mod	GAA glycogen
Cc1ccc(CN2CCN(/N=C/c3ccc(C(=O)O)cc3)CC2)c(C)c1	-37.2%	-2.6%	-1.3%	3.2%	-4.3%	7.5%	1.0%	?
CCOc1cccc(C2C(C(=O)c3cccs3)=C(O)C(=O)N2Cc2cccnc2)c1 (configuration not stated)	-0.2%[10 µM]	-3.5%	9.9%	2.1%	11.3%	3.4%	3.3%	6.2%
C#CCOC(=O)Nc1ccc(=O)n(Cc2c(Cl)cccc2Cl)c1	-29.5%	10.6%	-4.3%	-2.2%	-9.0%	7.5%	-10.7%	-10.2%
COC(=O)c1ccc2c(=O)n(CC3CCCO3)c(SCC(=O)Nc3ccccc3OC)nc2c1 (configuration not stated)	-6.7%	2.8%	-13.1%	-13.4%	3.7%	?	-6.7%	-5.3%
COC(=O)c1nc2ccc(C)cn2c1F	-17.6%	-4.1%	-12.6%	-13.5%	-5.7%	11.0%	-2.5%	-1.5%
O=C(CCN1C(=O)/C(=C/c2cccc(Br)c2)SC1=S)Nc1cccnc1	-20.0%	1.6%	-22.0%	?	-17.3%	-5.4%	3.1%	6.2%
CCOC(=O)c1csc(-n2nc(C)cc2C(F)(F)F)n1	-11.4%	-1.9%	-11.7%	-14.8%	-3.9%	?	-3.4%	1.2%
N#Cc1cc2cc3c(cc2nc1N1CCCCC1)OCCO3	-24.3%	10.4%	-15.1%	-8.4%	-10.1%	-14.7%	3.1%	?

Rewritten with two lines to a compound: part of the list above.
Sequence of screens – HTT cytoprotect | GLA spleen mod | Tau fluor counter | Tau fibril ThT | Tau FP inhib | GAA inhib | GAA spleen mod | GAA glycogen
CCOc1ccc(NC(=O)CCC(=O)n2nc(C)cc2C)cc1
 : 29.9% | -1.6% | -2.9% | 6.4% | 1.2% | -2.9% | -3.6% | 7.5%
CC(=O)N1CCn2c3c(c4cc(C)ccc42)CCCC31 (configuration not stated)
 : 8.7%[10 µM] | 0.4% | -19.1% | -18.5% | 9.7% | 13.5% | -6.8% | ?
CN(Cc1nnc(SCC(=O)NCCc2ccccc2)n1C)S(=O)(=O)c1ccccc1
 : 5.6% | 4.9% | 3.1% | -1.4% | 10.7% | -4.6% | 0.4% | 2.4%

Further results follow.
mol	HTT cytoprotect	GLA spleen mod	Tau fluor counter	Tau fibril ThT	Tau FP inhib	GAA inhib	GAA spleen mod	GAA glycogen
O=C1NC(=S)N/C1=C\c1ccc(Oc2ccc(C(F)(F)F)cc2[N+](=O)[O-])c(Cl)c1	-15.2%[10 µM]	7.5%	-14.3%	-1.9%	-1.9%	.	-4.7%	4.0%
Clc1ccc(Cc2noc(CN3CCN(c4ccccc4)CC3)n2)c(Cl)c1	-4.1%	16.3%	-21.3%	?	5.7%	-4.3%	0.1%	-7.2%
COc1ccccc1CN1C[C@@H]2C[C@@H](c3ccc(C)cc3)N3CCC[C@@]23C1=O	13.0%[10 µM]	-5.2%	-2.4%	-11.7%	-4.5%	?	-4.3%	-0.7%
CN1C[C@@H]2C(c3ccc(Cl)nc3)C3(c4ccc(C#N)cc4)CC2(C3)[C@H]1c1ccccc1 (some centres not stated)	8.4%	-7.9%&1.8%	-2.5%&4.1%	-0.3%&-6.2%	-0.7%&3.7%	.	-6.5%&3.4%	2.1%
COc1ccccc1N1CCN(S(=O)(=O)c2ccc(F)cc2)CC1	4.1%	0.0%	-8.0%	-2.4%	5.6%	-12.0%	-2.5%	-12.1%
Cc1[nH]c2ccccc2c1/C=N\NC(=O)Cn1nnc(-c2ccccc2)n1	?	3.0%	-19.0%	4.0%	9.2%	10.8%	3.7%	-4.5%
Cc1nn(CCC(N)=S)c2nc(-c3cccs3)cc(C(F)(F)F)c12	-3.5%[10 µM]	3.5%	?	?	-14.8%	1.3%	-2.4%	-9.1%
O=C(c1ccc(Br)o1)N1CCN(c2ccccc2F)CC1	-1.2%[10 µM]	-9.1%	-3.7%	-8.9%	-12.2%	-2.2%	6.1%	2.4%
CCC(C)NS(=O)(=O)c1ccc(NC(=O)c2cccs2)cc1 (configuration not stated)	9.6%[10 µM]	-2.2%	-11.9%	-5.2%	-7.6%	8.8%	2.3%	9.7%
COc1ccc(C2NC(=O)N(C)C3=C2C(=O)N(c2cccc(C(=O)O)c2)C3)cc1 (configuration not stated)	.	.	3.5%	3.4%	4.4%	.	.	-16.3%[76.3 µM]
COc1ccc(CCNC(=S)NC2CCN(Cc3ccccc3)CC2)cc1	-14.9%	-3.4%	-15.0%	-7.5%	-3.7%	-16.5%	-7.0%	8.2%
CC(=O)OC[C@H]1O[C@H](C/C=N/O[C@@H](C)c2cn([C@H](CO)Cc3ccccc3)nn2)C=C[C@@H]1OC(C)=O	.	7.1%	-8.7%	-13.3%	8.1%	2.3%	-3.2%	6.7%
O=C(O)CCc1nc(-c2ccc(Cl)cc2)no1	-11.1%[0.074 µM]	13.3%	-2.3%	-2.1%	-1.8%	-3.3%	2.5%	3.3%
COc1cc2c(cc1O)C(Cc1ccc(O)cc1)[N+](C)([O-])CC2 (configuration not stated)	8.6%[10 µM]	3.2%	-0.5%	-11.1%	5.9%	.	7.9%	-19.0%
CN(C)/C=C(\C=O)c1ccc(Cl)cc1Cl	-53.2%[inhibitor][1.9 µM]	5.4%	12.1%	13.4%	-4.9%	4.8%	0.8%	20.4%
Cc1occc1C(=O)NNC(=O)C1CCCCC1	22.1%[10 µM]	1.4%	2.0%	-0.2%	4.6%	-1.2%	-3.1%	3.8%
O=C1CCCN1CCC1CCN(C(=S)Nc2ccc(F)cc2)CC1	5.9%	-2.9%	-3.6%	-9.4%	-1.2%	6.4%	-4.8%	4.2%
CN(C)CCCN(C(=O)c1cccs1)c1nc2cc3c(cc2s1)OCO3	-40.5%[inhibitor]	9.5%	-20.3%	-6.5%	-13.3%	-6.5%	2.9%	7.8%
CN1CCN(c2nc3c(c(=O)[nH]c(=O)n3C)n2CCCSc2ncccn2)CC1	-2.7%[0.074 µM]	-3.5%	-6.8%	-8.3%	-0.9%	3.5%	-3.2%	0.8%
Cc1ccc(NC(=O)C(=O)NCc2ccc(/C=C(/C#N)C(=O)NCc3cccnc3)o2)cc1C	.	12.1%	-15.0%	-11.3%	1.5%	4.6%	-10.3%	3.6%
Cc1c(Br)cc(C(=O)O)c(C)c1C	2.4%	6.5%	10.5%	-1.4%	7.6%	-0.6%	-21.5%	1.4%
COC(=O)[C@@]1(Cc2ccc(OC)cc2)[C@H]2c3cc(C(=O)N4CCCC4)n(Cc4ccsc4Br)c3C[C@H]2CN1C(=O)c1ccccc1	-56.6%[inhibitor]	2.4%	-4.6%	-15.7%	-2.3%	.	2.7%	.
CSc1nncc(-c2ccccc2)n1	-21.8%	4.4%	-5.3%	-8.1%	3.0%	0.4%	4.6%	0.8%
CCNC(=O)CN1C(=O)NC2(CCCc3cc(OC)ccc32)C1=O (configuration not stated)	5.0%	1.9%	-4.0%	-8.7%	-3.0%	-0.5%	-0.5%	5.5%
CC(=O)c1ccc(N2CCCC2)c(F)c1	-9.5%	6.5%	-15.6%	-21.1%	-3.9%	-1.7%	-0.4%	2.8%
Cc1ccc(-c2noc(C3CCCN(S(=O)(=O)c4ccc5ccccc5c4)C3)n2)o1 (configuration not stated)	17.1%	9.2%	-24.1%	-12.9%	?	-4.6%	0.4%	-0.1%
